Bioassay records (PubChem BioAssay)
TbPYK inhibitor: qHTS of Trypanosoma Brucei Inhibitors; pyruvate kinase (Trypanosoma brucei), Q57TT1; TbPYK enzyme, Kinase-Glo Plus ATP luminescence, 45 min; Potency, µM (series often up to 76.8 µM), without a hit: at the highest dose activity, negative = inhibition, hits mostly inhibitors; actives 0.12% (n = 410,000); AID 624173, 2012; active means well fitted inhibition curve with a large enough effect; inconclusive means small, poorly fitted or top-dose-only effect; further: nearly all actives have a fitted effect of over 50% in size
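ADP (130 uM final) triggers the TbPYK reaction after compound addition; incubation is 45 min at room temperature. Kinase-Glo Plus is then added and luminescence imaged. Normalized data are fitted to concentration-effect curves.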
Active calls of the source: *; ? = inconclusive; [ ] = another dose, or the depositor's remark. On the % scale 0 is the no-effect control and ±100 the full control effect; potency means the concentration at half of the fitted maximal effect.

SMILES	TbPYK inhibitor
CC1CC(=O)Nc2ccccc2N1C(=O)COc1ccccc1C(N)=O (stereo not drawn)	-7.3%
O=C(OCC(=O)N1CCOCC1)c1cncc(Br)c1	-4.5%
Cc1ccc2oc(NC3=NC4(CCCC4)C4=C(CCCC4=O)N3)nc2c1	1.2%
CCOc1ccc(CCN2C(=S)N([C@@H](CC(C)C)CN3CCCC3CN3C(=S)NC[C@@H]3Cc3ccc(O)cc3)C[C@@H]2Cc2ccccc2)cc1 (stereo partly drawn)	-4.8%
CCOc1ccccc1CNC(=O)C1CCN(c2nnc(-n3c(C)ccc3C)s2)CC1	-2.9%
COc1ccc(C(=O)NCc2ccc3c(c2)CCN3C(=O)c2ccccc2)cc1	-5.0%
C[C@@H]1CN([C@H](C)CO)C(=O)CCCn2cc(nn2)CO[C@H]1CN(C)C(=O)Nc1ccccc1F	-4.5%
CCOC(=O)c1ccc(NC(=O)COc2cccc3c(=O)n(C)ccc23)cc1	-2.7%
COc1ccc(C)c2sc(N(Cc3cccnc3)C(=O)CCc3ccccc3)nc12	0.0%[15.4 µM]
CCOC(=O)C1=CCN(S(=O)(=O)c2ccc(F)cc2)C1c1cccc(F)c1 (stereo not drawn)	-11.4%
CCOC(=O)c1ccc(NC(=O)CC2C(=O)N(c3ccc(F)cc3)C(=O)N2Cc2ccc3c(c2)OCO3)cc1 (stereo not drawn)	-7.8%
COc1ccc(CN2CCN(S(=O)(=O)c3ccccc3)CC2)c(OC)c1OC	18.2%
O=S(=O)(Nc1ccc(Br)cc1)c1cccc(NS(=O)(=O)c2cccs2)c1	-1.7%
Cc1ccc(S(=O)(=O)N2CCOCC2)cc1C(=O)Nc1ccccc1C(=O)O	6.5%
COc1ccc(S(=O)(=O)N2CCCCC2c2cc(C(=O)Nc3ccccc3)no2)cc1 (stereo not drawn)	0.5%
O=[N+]([O-])c1ccc(S(=O)(=O)NCCCc2ccccc2)cc1	10.8%
O=CNc1cc(-c2ccoc2)cn2c(-c3ccc(F)cc3)cnc12	-9.8%
CCOC(=O)c1ccc(Nc2cc3ccccc3c(=O)[nH]2)cc1	0.8%
COc1ccc2c(c1)cc1c(=O)n(CC(=O)NCc3ccco3)nc(C)n12	0.0%
CN(Cc1ccccc1)C(=O)c1[nH]cnc1C(=O)Nc1ccc(Br)cc1F	0.1%
Cc1ccc(CNC(=O)CCCn2c(=O)c3ccccc3n(CC(=O)Nc3ccc(C)c(C)c3)c2=O)cc1	-1.8%
CCC(c1nnnn1-c1ccc(OC)cc1)N1CCC(n2c(=O)[nH]c3ccccc32)CC1 (stereo not drawn)	-3.5%
Cc1ccc2nc(-c3ccc(Cl)c(NC(=O)COc4ccc([N+](=O)[O-])cc4)c3)oc2c1	1.3%
COCCCNC(=O)CSc1nc(-c2ccc(OC)c(OC)c2)[nH]c1-c1ccc(F)cc1	2.6%
O=c1[nH][nH]c2c1C(C1CCCCC1)OC(C1CCCCC1)C2 (stereo not drawn)	-10.7%
CC(C)(O)CCc1c(-c2ccc(O)cc2O)oc2c3c(cc(O)c2c1=O)OC(C)(C)C=C3	0.7%
COc1cc(NC(=O)CCNS(=O)(=O)c2ccc3c(c2)CCN3C(=O)C2CC2)cc(OC)c1	2.3%
CCOC(=O)CC(NC(=O)Cn1nnc(-c2ccc(Cl)cc2)n1)c1ccc(OC)cc1 (stereo not drawn)	-6.0%
Cc1cccc(-c2nnc(SCC(=O)N3CCCc4ccccc43)o2)c1	0.8%
Cn1ccc2c(-c3cccc(C=O)c3)cc3c(c21)C1CCC3C1 (stereo not drawn)	-9.6%

A second format for some results above.
structure: CCOC(=O)c1ccc(Nc2cc3ccccc3c(=O)[nH]2)cc1
  TbPYK inhibitor = 0.8%

structure: O=CNc1cc(-c2ccoc2)cn2c(-c3ccc(F)cc3)cnc12
  TbPYK inhibitor = -9.8%

Six compounds from above, ordered by formula weight, rising:
SMILES	TbPYK inhibitor
Cn1ccc2c(-c3cccc(C=O)c3)cc3c(c21)C1CCC3C1 (stereo not drawn)	-9.6%
O=CNc1cc(-c2ccoc2)cn2c(-c3ccc(F)cc3)cnc12	-9.8%
COc1ccc2c(c1)cc1c(=O)n(CC(=O)NCc3ccco3)nc(C)n12	0.0%
Cc1ccc2nc(-c3ccc(Cl)c(NC(=O)COc4ccc([N+](=O)[O-])cc4)c3)oc2c1	1.3%
CCOC(=O)CC(NC(=O)Cn1nnc(-c2ccc(Cl)cc2)n1)c1ccc(OC)cc1 (stereo not drawn)	-6.0%
COc1cc(NC(=O)CCNS(=O)(=O)c2ccc3c(c2)CCN3C(=O)C2CC2)cc(OC)c1	2.3%

The listing continues:
SMILES	TbPYK inhibitor
COCCn1c(CNC(=O)c2cccc(C)c2)nc2cccnc21	-0.3%
O=C(Nc1cc(-c2ccccc2F)nn1-c1ccccc1)c1ccccc1Br	0.1%
C=C(C1=CCN(S(=O)C(C)(C)C)[C@@H]1CCO)c1ccccc1 (stereo partly drawn)	-1.0%
CCc1ccc(NC(=O)c2sc(-n3nc(C)c(CCC(C)C)c3C)nc2C)cc1	6.3%
COc1ccc(Cn2c(C(=O)O)c(CNCc3ccc(C)o3)c3ccc(OC)cc32)cc1	-4.9%
COc1ccc(NS(=O)(=O)c2ccc3c(c2)CCN3C(=O)C2CC2)cc1OC	0.5%
COc1ccc(-c2cc(C(F)(F)F)nc(NCCc3ccccc3)n2)cc1OC	4.2%
CCCN1CCC(C)(C(=O)Nc2cccc(OC(C)C)c2)C1 (stereo not drawn)	-13.8%
COc1ccc(/C=C/C(=O)NCc2ccc3c(c2)OCO3)cc1OC	-2.7%
CCN(CC)CCCNC(=O)CN1C(=O)CCn2nc(-c3cn(C)c4ccccc34)cc21	-2.0%
S=c1[nH]nc2ccccn12	?
CCOC(=O)CCc1ccc(NC(=O)/C=C/c2ccc([N+](=O)[O-])o2)cc1	11.0%
Cc1cc(-c2ccc(C)c(S(=O)(=O)Nc3ccccn3)c2)on1	-1.3%[15.4 µM]
CCc1nc(-n2[nH]c(=O)c3ccccc3c2=O)c2c3c(sc2n1)CCCC3	-8.9%
O=C(Nc1ccc(F)cc1F)c1cc(-c2ccccc2O)no1	-8.3%
CCCn1ccc2c(OCC(=O)Nc3ccc(OC)c(OC)c3)cccc2c1=O	1.2%
Cc1ccc2c(c1)cc(C(=O)NCc1ccccc1C)n2C	-1.2%
Cc1cccc(-c2nc3ccccc3n3c(-c4ccccc4)c4c(=O)n(C)c(=O)n(C)c4c23)c1	0.6%
CCc1nnc(SCC(=O)N(C)c2ccccc2)c2cc3sccc3n12	-13.2%
Cc1ccccc1CNC(=O)c1ccc2c(c1)c(C)c(C)n2C	-6.3%[15.4 µM]
Cc1ccc(NC(=O)CSc2nnc3ccc4ccccc4n23)cc1	2.0%
CC(=O)c1cc(-c2ccc(F)cc2)n(CC(=O)NC2CCC(C)CC2)c1C (stereo not drawn)	4.9%[15.4 µM]
COc1ccc(NC(=O)CSC2=Nc3ccccc3C3=NC(CCC(=O)NCCc4ccccc4)C(=O)N23)c(OC)c1 (stereo not drawn)	-13.8%
O=C(NC1CCCCC1)c1ccc(Cn2c(SCc3ccccc3)nc3cccnc32)cc1	-7.9%
CC(C)(C)OC(=O)N1CCN(C(c2ccnc3ccccc23)c2nnnn2-c2ccc3c(c2)OCCO3)CC1 (stereo not drawn)	2.5%
COc1ccc(-c2nc(C)c(CCNC(=O)C(=O)Nc3ccccc3OC)s2)cc1	3.0%
Cc1ccc(CN2CCC(C)(Oc3cccc(Cl)c3)C2)cc1 (stereo not drawn)	-1.4%
COc1cc(-c2cc(OC)c3c(C)oc(C)c3c(=O)c2)ccc1OC(=O)c1ccc(C)cc1	-29.7%
COc1cccc(OCC(=O)NCCS(=O)(=O)N2CCN(c3ccccc3)CC2)c1	3.4%
CCCn1cc(S(=O)(=O)c2ccccc2)c(=O)c2cc(F)c(N3CCCC(C)C3)cc21 (stereo not drawn)	1.9%

For reference, some entries already given:
SMILES	TbPYK inhibitor
CC1CC(=O)Nc2ccccc2N1C(=O)COc1ccccc1C(N)=O (stereo not drawn)	-7.3%
O=C(OCC(=O)N1CCOCC1)c1cncc(Br)c1	-4.5%
Cc1ccc2oc(NC3=NC4(CCCC4)C4=C(CCCC4=O)N3)nc2c1	1.2%

Other entries
SMILES	TbPYK inhibitor
CC=CCn1c(SCc2ccccc2)nc2c1c(=O)[nH]c(=O)n2C	-12.8%
Cc1ccc(OCc2nc(-c3ccc(C(=O)NCc4ccc(OC(C)C)cc4)cc3)oc2C)cc1	-5.0%
CC(=O)N1CCC[C@@]2(CCN(c3ccccc3)C2)C1	9.7%
CCc1nc2ccc(C(=O)NCCCn3ccnc3)cn2c1N(CC)C(=O)NCCc1ccccc1	4.7%
COc1ccc(C(=O)c2cn(CC(=O)Nc3ccc4c(c3)OCO4)c3ccc(OC)cc3c2=O)cc1	-1.4%
CCc1ccc(NC(=O)c2nn(-c3ccc(OC)cc3)c(=O)c3c2c2ccccc2n3C)cc1	0.4%
Cc1ccc2c(c1)N(CC(=O)NCc1ccccc1Br)C(=O)c1cccnc1O2	4.8%[15.4 µM]
COc1cc2cc(c1Cl)N(C)C(=O)CC(OC(=O)C(C)N(C)C(C)=O)C1(C)OC1C(C)C1CC(O)(NC(=O)O1)C(OC)C=CC=C(C)C2 (stereo not drawn)	0.7%
C=CCNC(=O)CN1C(=O)CSc2ccc(S(=O)(=O)N3CCOCC3)cc21	-9.8%
Nc1nc2ncccc2cc1C(=O)NC1CCCCC1	0.0%
COc1cc(C)cc2oc(=O)c(CC(=O)NCc3cccc(Cl)c3)c(C)c12	-5.8%
Cc1nnc(N2CCC(C(=O)NC3CCCCC3)CC2)c2nn(-c3ccc(Cl)cc3)c(C)c12	-8.1%
Cc1ccc(-n2nc3ccc(NC(=O)COc4ccccc4C)cc3n2)cc1	1.3%
CCCCOCCCNC(=O)C[C@@H]1C[C@@]2(C(=O)OCC)CCC=C2N(CCC2=CCCCC2)C1=O	5.7%
Cc1nn(-c2ccccc2)c(OC(=O)c2ccc(F)cc2)c1S(=O)(=O)c1ccccc1	0.9%
O=C(O)CC(c1ccccc1)c1ccc2c(c1)OCO2 (stereo not drawn)	8.0%
COc1cc(CNC(=O)c2cc(-c3cc(OC)ccc3Cl)n[nH]2)cc(OC)c1	-5.4%
CC(C1SC(=S)NC1=O)C1SC(=S)NC1=O (stereo not drawn)	?
CCCn1c2ccccc2c2cnn(CC(=O)N(CCCOC)Cc3ccco3)c(=O)c21	-2.7%
CC(=O)c1ccc(-c2cnc3c(NC=O)cc(-c4ccc(C(=O)NC5CC5)cc4)cn23)cc1	-15.3%
COc1ccc(NC(=O)CSc2ncc3c(n2)-c2cc(Cl)ccc2N(Cc2ccccc2F)S3(=O)=O)cc1	-6.8%
O=C(Nc1cccc(OC(F)(F)F)c1)C1Cc2c(-c3cccc(F)c3)ccnc2O1 (stereo not drawn)	-9.3%
COCCNC(=S)N(C)[C@H]1C[C@H]2c3cc(Oc4ccccc4C)ccc3CCN2C(=O)[C@H]1[C@H](C)O	-2.8%
Cc1ccc(NC(=O)CCn2nc(-c3ccccc3)c3ccccc3c2=O)c(C)c1	-7.3%
COc1cccc(C2CC(=O)Nc3c2ccc(C)c3C)c1OC (stereo not drawn)	3.5%
CC1=CC(C)C(=O)N(CCN2CCOCC2)C(C)=C1 (stereo not drawn)	-2.2%
Cc1ccc(S(=O)(=O)N2C[C@H]3[C@H]4C(=O)N(c5ccccc5)C(=O)[C@H]4CC(=O)[C@H]3[C@@H]2c2ccccc2F)cc1	4.7%
O=C(/C=C/[C@H]1O[C@@H](n2ccc(=O)[nH]c2=O)[C@H](O)[C@@H]1O)NCc1cccs1	0.7%
O=c1ccc2cc(S(=O)(=O)Nc3ccc(OC(F)(F)F)cc3)ccc2[nH]1	2.2%
Cc1ccccc1Nc1nnc(-c2ccc(C)c(S(=O)(=O)N3CCN(C)CC3)c2)c2ccccc12	6.8%
CCCCCNC(=O)C1CCC(Cn2c(=O)c3sccc3n(CC)c2=O)CC1 (stereo not drawn)	-0.9%
Cc1cc(C)cc(N2C(=O)CS(=O)(=O)C23C(=O)N(Cc2ccc(F)cc2)c2ccc(C)cc23)c1 (stereo not drawn)	2.5%
CCc1cccc(NC(=O)C(Cc2ccccc2)NS(=O)(=O)c2cccs2)c1 (stereo not drawn)	-3.7%
O=C(Nc1ccccc1)c1cnc(N2CCCCC2)c2ccccc12	-6.1%
CC(C)COc1ccc(C(=S)N2CCCC2)cc1	-0.8%
CCc1ccc(CNC(=O)c2ccc(NC(=O)N3CC(C)Sc4ccccc43)cc2)cc1 (stereo not drawn)	3.9%
CC1(C(=O)NS(=O)(=O)c2ccc(Cl)cc2)CCN1C(=O)c1ccco1 (stereo not drawn)	-1.2%
Cc1noc(C)c1C(=O)N1CCC2(CCN(C(=O)Nc3ccccc3)CC2)CC1	-9.8%
CCCCC(=O)Nc1ccc(NC(=O)c2cccs2)cn1	-7.5%
CC(C)(C)OC(=O)N(CCc1ccccc1)Cc1ccc(OCc2cccc(NC(=O)C3CCC3)c2)cc1	-0.4%
CCC(C)C(CO)NCCCn1cnc2c(SC)ncnc21 (stereo not drawn)	3.6%
O=C1CSC(=S)N1N=Cc1c(O)ccc2ccccc12	?
CCC(C)Cn1cnc2c(SCc3ccccn3)nc(N)nc21 (stereo not drawn)	0.0%
O=C1C=CC(=O)N1Cc1ccccn1	2.4%
O=C1CCCCCN1C(=O)c1ccccc1	2.4%
COCC(=O)N1CCC2(CC1)CCN(C(=O)Nc1cccc(C#N)c1)CC2	-4.0%
CC(=O)N1CCc2cc(Br)cc(S(=O)(=O)CCC(=O)N3CCN(c4ccccc4)CC3)c21	3.3%
COc1ccc(CCNC(=O)c2ccnc(C(C)(C)C)c2)cc1OC	4.9%
O=C1NCN(c2ccccc2)C12CCN(C(c1ccnc3ccccc13)c1nnnn1-c1ccc3c(c1)OCCO3)CC2 (stereo not drawn)	2.5%
COc1ccc(NC(=O)C2c3ccccc3OCC(=O)N2Cc2ccc3c(c2)OCO3)cc1 (stereo not drawn)	1.2%
CCCS(=O)(=O)NCCc1csc2nc(-c3ccc(OC)cc3)nn12	0.9%

Some of the compounds tested (hit frequency here may not be typical).
